TbREL1 primary – TbREL1 inhibition, primary screen; TbREL1 RNA ligation, FRET fluorescence; P86926; 0.49% of 89,000 active; inhibition, % at 9.66 µM;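 active = inhibition above the mean inhibition across all screened compounds plus 3 SD, cut at about 11% in these data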;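 also: 0% = plate median of test wells and 100% = NSC42067 control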
Target sequence (P86926 whole entry, looked up): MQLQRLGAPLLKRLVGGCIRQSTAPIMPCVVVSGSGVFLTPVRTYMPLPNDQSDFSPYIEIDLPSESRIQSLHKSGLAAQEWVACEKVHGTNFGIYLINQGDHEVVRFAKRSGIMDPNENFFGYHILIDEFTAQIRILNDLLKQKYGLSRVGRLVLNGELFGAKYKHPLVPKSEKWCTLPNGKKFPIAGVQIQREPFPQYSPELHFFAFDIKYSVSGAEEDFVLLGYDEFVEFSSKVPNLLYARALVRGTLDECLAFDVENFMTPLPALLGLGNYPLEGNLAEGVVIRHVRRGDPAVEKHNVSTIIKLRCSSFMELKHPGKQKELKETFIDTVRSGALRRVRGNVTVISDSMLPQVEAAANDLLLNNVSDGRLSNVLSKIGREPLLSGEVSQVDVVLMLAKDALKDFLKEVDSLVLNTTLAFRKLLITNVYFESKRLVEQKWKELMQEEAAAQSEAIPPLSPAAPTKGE
Starred values were filed as active, the others as inactive.

SMILES | TbREL1 primary
O=C(NC(=S)NCc1ccc(-c2nc3ccccc3s2)cc1)c1ccco1 | -2
COc1ccc(-n2c(SCC(=O)Nc3ccccc3-c3ccccc3)nnc2-c2cccnc2)cc1 | -4
O=C(Nc1ccccc1Cl)OC1CC2CC1[C@H]1CCCCN1[C@H]2Cc1ccccc1 (stereo partly specified) | 2
CC(C)n1c(-c2ccncc2)n[nH]c1=S | -4
CCOC(=O)c1c(C)n(-c2ccc(C)cc2)c2ccc(O)c(CN(C)C)c12 | 9
CCCC1CCC2(CCCN2CCOC(=O)Nc2cccc(Cl)c2)CC1 (stereo unspecified) | 2
COc1ccc(CN2CCC(CO)(Cc3ccccc3)CC2)cc1Cn1cccn1 | 0
Cc1ccc(C)c(NC(=O)CCn2nc(C)cc2C)c1 | -2
CNC(=O)c1ccc(-c2sc3nc(N4CCOCC4)c4c(c3c2N)CC(C)(C)OC4)o1 | -5
CC(COc1ccccc1)N1CCC(CO)(CCc2ccccc2)CC1 (stereo unspecified) | -2
CC1(C(=O)NS(=O)(=O)c2cccs2)CCN1C(=O)Cc1ccc(-c2ccccc2)cc1 (stereo unspecified) | -1
O=C(COC(=O)/C=C/c1cccc(Cl)c1)NCCc1ccc(Cl)cc1Cl | 4
Cc1noc(C)c1C(=O)OCC(=O)NC1CCCCC1C (stereo unspecified) | 4
Cc1cccc(Nc2nnc(SC/C(O)=C(\C#N)c3nc4ccccc4[nH]3)s2)c1 | -7
Cc1cccc(-c2nnc(SCC(=O)NCc3ccc4c(c3)OCO4)n2C)c1 | -6
COc1ccc(Cc2c(-c3ccccc3)nc3c(C)cc(Br)cn23)c(C)c1 | -3
CC(C)C[C@H](NC(=O)c1nc[nH]c1C(=O)NCC(=O)OCc1ccccc1)C(=O)OC(C)(C)C | 1
CC1=C(C(=O)N(C)C)C(c2ccc(N3CCOCC3)cc2)NC(=O)N1 (stereo unspecified) | -2
COC(=O)c1ccc2nc(-c3cccc(Br)c3)c(Cc3ccccc3C(F)(F)F)n2c1 | -1
COc1ccc(CN2C(=O)c3cccnc3C2=O)cc1S(=O)(=O)N1CC(C)CC(C)C1 (stereo unspecified) | -1
CSc1cccc(NC(=O)CN(Cc2ccc(Cl)cc2)S(C)(=O)=O)c1 | -1
O=C(Cn1cc2c(n1)CCCCC2)N1CCc2ccccc21 | -1
COc1ccc(C(=O)COC(=O)Cn2c(C)csc2=O)c(OC)c1 | 1
COC(=O)C1=C(C)N=C2SC(C)C(=O)N2C1/C=C/c1ccccc1OC (stereo unspecified) | -2
O=C1c2ccccc2C(=O)c2c1ccc1c(=O)n(C3CCCCC3)[nH]c21 | -4
CN(C(=O)c1cccc(NC(=O)Cc2cccc(NC(=O)C3CCCN(C(=O)C4CCC4)C3)c2)c1)C1CC1 (stereo unspecified) | 1
Cc1c(C(=O)NCc2ccc(F)cc2)sc(=O)n1Cc1ccc(C(=O)c2ccccc2)cc1 | 0
CCOc1cccc(/C=C/C(=O)O)c1 | 0
Cc1ccc(S(=O)(=O)N2C3C=CC(C3)C2C(=O)O)cc1 (stereo unspecified) | 4
CCn1c(COc2ccccc2)nnc1SCC(=O)Nc1ccc(Oc2ccccc2)cc1 | 2
COc1ccc(CCn2c(C)cc(C(=O)CN3C(=O)C(=O)N(C4CCCC4)C3=O)c2C)cc1OC | -5
CCc1nc2ccc(C(=O)N(C)Cc3ccccc3)cn2c1N(C)CCCc1ccccc1 | 1
Cc1cccc(N2CCN(S(=O)(=O)c3cnc[nH]3)CC2)c1C | 0
O=C(NCc1ccccc1)c1ccccc1NC(=O)C1CCCCC1 | 5
CCN(CC)CCOC(=O)c1ccc(NC(=O)c2ccc(Cl)c(S(=O)(=O)N3CCCCCC3)c2)cc1 | 4
CCC(c1nnnn1C(C)(C)C)N1CCN(C(=O)c2ccco2)CC1 (stereo unspecified) | 0
COc1ccccc1OCCn1c(C)c(C=O)c2ccccc21 | -2
CCOC(=O)C1=C(C)N=C2c3ccccc3C(=O)C2C1c1ccccc1 (stereo unspecified) | -5
CCC1(c2ccccc2)NC(=O)N(Cc2cccc([N+](=O)[O-])c2)C1=O (stereo unspecified) | 6
COc1ccc(C(=O)NCc2ccc(-c3nc4ccccc4s3)cc2)cc1OC | 0
Cc1cc(C)cc(NC(=O)COc2coc(CN3CCc4ccccc4C3)cc2=O)c1 | -4
COC(=O)c1cccnc1-n1c(=O)c2cccnc2n(Cc2cccc([N+](=O)[O-])c2)c1=O | 9
CC1CC(=O)NN=C1c1ccc(N(C)C)c([N+](=O)[O-])c1 (stereo unspecified) | 2
Cc1ccc(OCC(O)Cn2c(=N)n(CCN3CCCCC3)c3ccccc32)cc1 (stereo unspecified) | 9
CN(C(=O)c1cccc(NC(=O)Cc2ccc(NC(=O)C3CCCN(C(=O)C4CCCC4)C3)cc2)c1)C1CCCC1 (stereo unspecified) | -3
Cc1ccc(C2=NN(C(=O)CCCC(=O)O)C(c3ccco3)C2)cc1 (stereo unspecified) | 0
CC(=O)NC1=NN(C(C)=O)C(c2ccccn2)S1 (stereo unspecified) | -2
COc1ccc(NC(=O)CCN=C2NS(=O)(=O)c3ccccc32)cc1S(=O)(=O)N(C)C | -1
Cc1ccc(OCCN2C(=O)OC(C)(C)C2(C)O)cc1 (stereo unspecified) | 1
CCCNC(=O)c1noc2c1CCc1ccccc1-2 | -2

Next results.
SMILES | TbREL1 primary
COc1nnc(-c2ccc(N3CCOCC3)c(NC(=O)C3CCCCC3)c2)c2ccccc12 | -3
CCOc1ccc(C=Nn2c(-c3ccc(F)cc3)n[nH]c2=S)cc1 | -3
Cc1ccc(C(=O)N2CCN(c3ccc(NC(=O)CSc4ccc(Cl)cc4)cc3)CC2)cc1 | 1
COc1ccc(C(=O)N(CC2CCCO2)C(C(=O)NC2CCCC2)c2ccc(Cl)cc2)cc1OC (stereo unspecified) | -1
O=C(Nc1nnc(C2CC2)s1)c1cc(S(=O)(=O)N2CCN(c3ccccc3)CC2)ccc1Cl | -1
O=C(NCCCN1CCOCC1)c1ccccc1-c1ccccc1 | 0
CCCc1nnc(SCC(=O)Nc2nc(C)cs2)n1CCOC | 3
COc1ccc2sc(SCCCS(=O)(=O)O)[n+](CCCS(=O)(=O)[O-])c2c1 | 5
Cc1c(C(=O)N(Cc2ccccc2)Cc2cccnc2)cnn1-c1ccc(F)cc1 | 2
Cc1ccc(Cn2cc(CN3CC(N4CCN(CCO)CC4)CS3(=O)=O)nn2)cc1 (stereo unspecified) | -2
O=C(COC(=O)c1ccccc1C(=O)N1CCN(c2ccccc2)CC1)NCc1ccccc1 | -3
O=C(CN1CCN(Cc2ccccc2Cl)C1=O)NC1CCCCCC1 | -2
COc1ccc(N(C(=O)Cn2nnc3ccccc32)C2(C(=O)NC3CCCC3)CCCCC2)cc1 | -3
COc1ccc(/C=C/C(=O)OCC(=O)c2ccc[nH]2)cc1 | -1
COc1cccc2c3c(c(=O)[nH]c12)CC(C)(C)O3 | 1
COc1ccc(/C=N/NC(=O)c2ccc(NS(=O)(=O)c3cccs3)cc2)cc1 | -2
O=S(=O)(c1cccs1)N1CCC(c2cn3ccccc3n2)CC1 | 1
COC(=O)[C@H](CC(C)C)NC(=O)Nc1ccc(S(N)(=O)=O)cc1 | 1
CC1CCN(C(=O)c2ccc(S(=O)(=O)NCc3ccco3)cc2)CC1 | -3
O=C(Cn1ccc(NC(=O)OCc2ccccc2)nc1=O)NCc1ccc2c(c1)OCO2 | -1
CCOc1ccccc1-n1nnnc1SCC(=O)N1CCCC1=O | 0
Cc1ccc(C(=O)COC(=O)c2cccs2)cc1 | -1
CC(Oc1ccccc1)C(=O)Nc1ccc(F)c(S(=O)(=O)N2CCOCC2)c1 (stereo unspecified) | -3
COC(=O)[C@]12C[C@H](CC(=O)NCc3ccccc3)C(=O)N(Cc3cccc4ccccc34)C1=C[C@H](C(C)(C)C)O[C@@H]2C | 11
CCOC(=O)C1CCN(C(=O)COc2ccc(Cl)cc2C)CC1 | -2
CCN(CC(=O)Nc1ccc(NC(C)=O)cc1)C(=O)c1ccccc1SCc1c(C)noc1C | 1
CCOC(=O)CNC(=O)COc1ccc(Cl)cc1Br | 1
COC(=O)c1ccc(N(CC(=O)NC2CCCCC2)C(=O)CNC(=O)c2ccco2)cc1 | -5
O=c1ccn(-c2ccccc2)[nH]1 | -2
COc1ccc(/C=C/C(=O)Nc2ccc(C)c(S(=O)(=O)N3CCOCC3)c2)cc1 | -1
Cc1cc2ccccn2c1C(=O)Nc1cccc(Cl)c1 | -3
C/C(=N\NC(=O)Cc1ccccc1Cl)c1cccnc1 | 0
Cc1cc(C)c2c(=O)n3c(nc2c1)C(Cc1ccccc1)NC(=O)c1cc2ccccc2cc1-3 (stereo unspecified) | 4
Cc1occc1-c1nnc(SCC(=O)N(C)CCC#N)n1N | 0
CC1CCCCC1NC(=O)NC(=O)COC(=O)c1cncc(Br)c1 (stereo unspecified) | -1
CSc1nsc(SCC(=O)NC2CCCCC2)n1 | -1
Cc1ccc(N(C(=O)c2csnn2)C(C(=O)NC2CCCC2)c2ccccn2)c(C)c1 (stereo unspecified) | -1
N#Cc1cc(Cl)c(N2CCOCC2)cc1C#N | -1
COc1ccc(-c2ccc(S(=O)(=O)n3nc(OC(=O)c4cccs4)cc3N)cc2)cc1 | 0
COc1cc(C(=O)NCc2ccccc2Cl)ccc1OCC(=O)N1CCOCC1 | 5
CCc1noc(C)c1C(=O)N(C)CC(=O)Nc1ccc(Cl)c(Cl)c1 | -2
CC(=O)c1ccc(S(=O)(=O)N2CCC(c3nc4ccccc4[nH]3)CC2)cc1 | 3
Cc1c(NS(=O)(=O)c2ccc3c(c2)CCN3C(=O)C2CC2)c(=O)n(-c2ccccc2)n1C | 0
O=C(CCCc1ccccc1)Nc1ccc(S(=O)(=O)N2CCOCC2)cc1 | 4
COc1cc2[nH]c(=S)n(C3CCN(Cc4ccccc4)CC3)c(=O)c2cc1OC | -3
O=S(=O)(NCCOCC(F)(F)C(F)F)c1ccc2oc3ccccc3c2c1 | 0
CN1C(=S)SC(/[N+]([O-])=C\c2ccccc2F)C1(C)C (stereo unspecified) | -2
O=C(O)CCc1ccc(-c2ccccc2)n1CC(=O)O | -3
COc1cccc(C2OC(=O)c3ccccc3N2C(C)=O)c1OC(C)=O (stereo unspecified) | 2
CC(=O)Nc1ccc(NC(=O)C(C)OC(=O)C23CC4CC(CC(Cl)(C4)C2)C3)cc1 (stereo unspecified) | 5

Next section.
SMILES | TbREL1 primary
CCO[C@@H]1OC(C(=O)Nc2ccccc2)=C[C@H](c2csc3ccccc23)[C@H]1CCCO | 4
CC1CC(NC(=O)CC#N)CC(C)(C)C1 (stereo unspecified) | -3
Cc1ccc(-c2cc(-c3nnc4sc(COc5ccccc5)nn34)[nH]n2)cc1 | 0
Cc1cc(C)c2c(CC(=O)Nc3nccs3)coc2c1 | -1
CCOC(=O)C(=O)N(Nc1ccc(C)cc1)c1ccc(C)cc1 | 4
Cc1nc2nc(CC(=O)O)[nH]n2c(=O)c1[N+](=O)[O-] | 0
C1CNC(C23CC4CC(CC(C4)C2)C3)=N1 | 1
O=C(N/N=C/c1cccs1)C(=O)N1CCCC1 | -2
CCCCCN(C(=O)CCc1cn(CCCCC)c2ccccc12)c1ccc(Oc2cccnc2)cc1 | -2
Cc1cc(CN(C)C(=O)C2CCC(=O)N(CCc3cccc(F)c3)C2)on1 (stereo unspecified) | 0

Another view of some results above.
| molecule | TbREL1 primary |
| --- | --- |
| O=C(N/N=C/c1cccs1)C(=O)N1CCCC1 | -2 |
| CCOC(=O)C(=O)N(Nc1ccc(C)cc1)c1ccc(C)cc1 | 4 |
| CCCCCN(C(=O)CCc1cn(CCCCC)c2ccccc12)c1ccc(Oc2cccnc2)cc1 | -2 |
| Cc1cc(CN(C)C(=O)C2CCC(=O)N(CCc3cccc(F)c3)C2)on1 (stereo unspecified) | 0 |
| CCO[C@@H]1OC(C(=O)Nc2ccccc2)=C[C@H](c2csc3ccccc23)[C@H]1CCCO | 4 |
| Cc1ccc(-c2cc(-c3nnc4sc(COc5ccccc5)nn34)[nH]n2)cc1 | 0 |
| C1CNC(C23CC4CC(CC(C4)C2)C3)=N1 | 1 |

The list goes on.
SMILES | TbREL1 primary
CC(=O)Nc1ccc2nc(C3CC3)n(Cc3ccc(Cl)cc3)c(=O)c2c1 | 0
O=[N+]([O-])c1ccccc1S(=O)(=O)N1CCC(c2cn3ccccc3n2)CC1 | 4
O=C(Nc1cccc(S(=O)(=O)N2CCCCC2)c1)C1CCCN1S(=O)(=O)c1ccccc1F (stereo unspecified) | -3
O=C(CSc1nnc(-c2ccc(Cl)cc2)n1-c1ccccc1)Nc1ccc(Oc2ccccc2)cc1 | 5
COc1ccccc1CN1[C@@H](CC(=O)O)c2cc(F)ccc2S1(=O)=O | 3
COc1cc(CC(=O)OCC(=O)NC2CCCCC2C)cc(OC)c1OC (stereo unspecified) | -1
Nc1cccc2c(=O)c3ccccc3[nH]c12 | -1
Cc1ccc(C(=O)NC(=S)NCc2cccnc2)cc1C | -6
COc1ccc2nc(NC(=O)C3CCCN(S(=O)(=O)c4cccc5nonc45)C3)sc2c1 (stereo unspecified) | 0
C=C(C)c1cccc(C(C)(C)NC(=O)N2CCOCC2)c1 | 0
O=C(c1ccc(CS(=O)(=O)c2ccc(Br)cc2)o1)N1CCN(C2CCCCC2)CC1 | -1
COc1cc(OC)c(OC)cc1/C=C1\CCC(C2CCCC2)C1=O (stereo unspecified) | 1

Part of the list above in order of formula weight, high to low:
SMILES | TbREL1 primary
O=C(Nc1cccc(S(=O)(=O)N2CCCCC2)c1)C1CCCN1S(=O)(=O)c1ccccc1F (stereo unspecified) | -3
O=C(c1ccc(CS(=O)(=O)c2ccc(Br)cc2)o1)N1CCN(C2CCCCC2)CC1 | -1
COc1ccc2nc(NC(=O)C3CCCN(S(=O)(=O)c4cccc5nonc45)C3)sc2c1 (stereo unspecified) | 0

Screening data (PubChem BioAssay)

The list is partial, so the mix of outcomes need not match the whole.
